PMI activator: activators of human PMI, primary screen, biochemical, fluorescence intensity, near-Km mannose 6-phosphate. 0.005% of 190,000 active. AID 1214, 2008. purified human PMI, coupled resazurin fluorescence, 20 min; active compounds read high; 1 = vehicle control, 0 substrate-free wells. activation factor at 20 µM;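 active means activation factor of 2 or more at 20 µM, relative to plate controls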
S1P3 antag: S1P3 receptor antagonists, primary screen, cell-based. Sphingosine 1-phosphate receptor 3 (Homo sapiens), Q99500. CHO S1P3 NFAT-BLA reporter, FRET fluorescence, antagonist mode. inhibition, % at 4.98 µM. 0.27% of 170,000 active. AID 485, 2006;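 active means inhibition above the plate cutoff, the mean inhibition of test wells on that plate plus 3 SD, cut at about 28% in these data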;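 further: cells challenged with S1P at its EC80 of 0.8 µM; blue over green emission ratio from cleaved BLA substrate after 4 h stimulation; 0% = S1P-stimulated wells and 100% = unstimulated DMSO-only wells; some compounds past the cut are filed as inactive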
Target sequence (Q99500 whole entry, looked up): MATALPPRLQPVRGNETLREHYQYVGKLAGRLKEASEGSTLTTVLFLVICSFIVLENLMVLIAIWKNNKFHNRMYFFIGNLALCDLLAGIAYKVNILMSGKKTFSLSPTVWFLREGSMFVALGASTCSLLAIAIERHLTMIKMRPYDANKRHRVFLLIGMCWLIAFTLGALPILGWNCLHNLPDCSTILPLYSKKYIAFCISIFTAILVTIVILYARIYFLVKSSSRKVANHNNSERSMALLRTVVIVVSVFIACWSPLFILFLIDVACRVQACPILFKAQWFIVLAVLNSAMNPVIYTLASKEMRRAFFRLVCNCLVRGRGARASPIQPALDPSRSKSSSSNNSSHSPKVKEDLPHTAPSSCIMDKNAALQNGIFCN
PPARg SRC3 recr: PPARgamma agonists recruiting SRC-3 coactivator, primary screen, biochemical | Peroxisome proliferator-activated receptor gamma (Homo sapiens), P37231 | biochemical PPARgamma/SRC-3 coactivator recruitment assay | activation, % at 8 µM | 0.26% of 200,000 active | AID 731, 2007; in the data active means activation above about 23%;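 further: 0% = DMSO and 100% = reference agonist; some compounds past the cut are filed as inactive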
PPARg SRC-1 ag: PPARgamma agonists recruiting SRC-1 coactivator, primary screen, biochemical. PPARgamma-SRC-1 coactivator recruitment biochemical assay. AID 631, 2007. 0.41% of 200,000 active. activation, % at 8 µM. Peroxisome proliferator-activated receptor gamma (Homo sapiens), P37231; in the data active means activation above about 19%;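 further: 0% = DMSO and 100% = reference agonist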
G6PDH CS: L. mesenteroides G6PDH inhibitors, counter-screen for G6PDH-coupled screening assays, biochemical, Leuconostoc mesenteroides enzyme | glucose-6-phosphate dehydrogenase [Leuconostoc mesenteroides] | Purified L. mesenteroides G6PDH, diaphorase/resazurin coupled fluorescence, 45 min | inhibition, % at 5 µM | 0.12% of 200,000 active | AID 1020, 2008; in the data active means inhibition above about 50%
Diaph inh CS: diaphorase inhibitors and chemical oxidizers, primary screen, counter-screen for diaphorase-coupled primary assays, biochemical, uHTS, resorufin fluorescence; diaphorase resazurin-to-resorufin fluorescence, NADH, 16 min; bacterial (C. kluyveri) enzyme, not human; inhibition, % at 20 µM; 0.69% of 190,000 active; AID 1217, 2008;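 active means primary screen inhibition at 20 µM above a set limit, cut at about 50% in these data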;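 further: plate controls were DMSO with full reaction for no effect and wells lacking NADH for full effect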
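material = Clostridium kluyveri diaphorase enzyme | amount = 0.14 U/mL diaphorase, enzyme working solution | schedule = incubation 16 min, room temperature | detection = fluorescence of resorufin formed from resazurin, Ex 544/Em 590 nm | benchmarks = positive control minus NADH, DMSO neutral control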
PPARg SRC-2 ag: agonists of PPARg-SRC-2 recruitment, primary screen, biochemical, HTS; Peroxisome proliferator-activated receptor gamma (Homo sapiens), P37231; PPARgamma LBD-SRC-2 recruitment; activation, % at 8 µM; 0.34% of 200,000 active; in the data active means activation above about 22%;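 further: 0% = vehicle and 100% = reference agonist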
TR-FRET SRC-2 ct: TR-FRET signal artefacts, primary screen, artefact control for PPARgamma SRC-2 agonist project, biochemical; TR-FRET artefact counter-screen; active compounds read high; TR-FRET ratio at 8 µM; 0.4% of 200,000 active; AID 1049, 2008; in the data active means TR-FRET ratio above about 2000; further: inactives centre near 1500
Diaph act CS: compounds boosting diaphorase resazurin reduction – biochemical, uHTS, resorufin fluorescence, counter-screen for diaphorase-coupled primary assays, primary screen | Diaphorase/resazurin coupled assay, 16 min; active compounds read high; 1 = vehicle wells, 0 = NADH-free wells | 0.005% of 190,000 active | activation factor at 20 µM | AID 1229, 2008;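 active means diaphorase activity raised at least twofold by the compound at 20 µM; inactive means activation factor below 2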
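Material: purified diaphorase enzyme from Clostridium kluyveri; Also added: 0.114 mM NADH and 0.1 mM resazurin, final amounts; Doses: single compound dose of 20 µM, 1% DMSO final; Times: 16 min enzyme reaction, ambient temperature; Detection: resorufin fluorescence, excitation 544 nm, emission 590 nm; Measure: increased resorufin signal from activators or reducing compounds.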
ROMK mod: ROMK potassium channel modulators, primary screen, cell-based, thallium flux, MLSMR library; Tet-inducible ROMK, thallium flux fluorescence; actives lie on both sides; B-score at 10 µM; 2% of 130,000 active; AID 1918, 2009;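 active means signal ratio slope over the read window, or its plate-corrected B-score, at least 3 SD from the plate mean, either direction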;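 further: B-score of the F/F0 ratio slope over 7 to 12 s after thallium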
Target sequence (P48048 whole entry, looked up): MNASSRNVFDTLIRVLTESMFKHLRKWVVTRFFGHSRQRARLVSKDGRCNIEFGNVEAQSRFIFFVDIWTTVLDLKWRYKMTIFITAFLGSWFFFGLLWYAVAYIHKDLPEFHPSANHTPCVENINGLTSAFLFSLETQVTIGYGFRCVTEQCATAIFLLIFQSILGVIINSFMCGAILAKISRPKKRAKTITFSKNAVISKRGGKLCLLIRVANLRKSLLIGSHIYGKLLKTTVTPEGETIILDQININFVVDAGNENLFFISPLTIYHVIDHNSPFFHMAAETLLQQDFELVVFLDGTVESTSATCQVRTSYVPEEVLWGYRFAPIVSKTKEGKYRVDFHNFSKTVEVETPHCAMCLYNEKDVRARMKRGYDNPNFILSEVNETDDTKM
PMI act hi M6P: human PMI activators, high substrate, primary screen, biochemical, fluorescence intensity, near-saturating mannose 6-phosphate | 0.34% of 190,000 active | Mannose-6-phosphate isomerase (Homo sapiens), P34949 | activation factor at 20 µM | coupled PMI enzyme assay, resazurin fluorescence, 20 min; active compounds read high; 1 = untreated enzyme, 0 = substrate-free blank;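 active means activation factor of 2 or more at 20 µM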
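Material: human phosphomannose isomerase with PGI, G6PDH, diaphorase coupling enzymes / Reagent: Man-6-P substrate 1.0 mM / Dosing: single compound dose of 20 µM, 1% DMSO final / Incubation: enzyme reaction with compound 20 min at room temperature / Signal: resorufin fluorescence (Ex 544/Em 590 nm) from resazurin via diaphorase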
The depositor's hits bear a star; x = no result given. Random draw from the library (roughly 3.3% active in at least one column).

SMILES	PMI activator	S1P3 antag	PPARg SRC3 recr	PPARg SRC-1 ag	G6PDH CS	Diaph inh CS	PPARg SRC-2 ag	TR-FRET SRC-2 ct	Diaph act CS	ROMK mod	PMI act hi M6P
COC(=O)CN1C(=O)N/C(=C/c2ccc(OC)c(C)c2OC)C1=O	1.2	7	-5	-4	4	-12	0	1241	1.1	1.3	1.1
CCOc1ccc(S(=O)(=O)Nc2ccc3c(c2)c2c(n3S(=O)(=O)c3ccc(OCC)cc3)CCCC2=O)cc1	0.9	10	-1	-3	0	11	5	1614	0.9	-0.53	1
C=CCOC(=O)C1=C[C@@H](c2ccccc2)C[C@@H](OCc2ccc(CO)cc2)O1	1.1	8	-4	-5	8	14	-8	1551	0.9	x	1.1
Cc1cc(C)c(S(=O)(=O)c2ccccc2C)c(SCC(C)C)n1	0.8	x	-6	-1	-7	20	5	1344	0.8	x	0.8
Cc1cnc(NC(=O)CSc2nnc(COc3c(C)cccc3C)o2)s1	0.9	-28	10	2	-29	11	6	1566	0.9	x	0.8
O=C(Nc1ccc2c(c1)OCCO2)c1cccnc1	1.2	-8	4	2	3	8	-5	1607	0.9	x	1.1
Cc1ccc(/C=N/NC(=O)CC(=O)NCc2cccnc2)cc1	1	-11	1	4	9	6	4	1619	0.9	0.88	1.1
CCC(=O)Nc1ccnc(-c2cccnc2)n1	1	x	13	3	4	2	5	1764	1	x	1.1
COc1ccccc1C(=O)Nc1ccccc1N1CCOCC1	1	x	13	6	17	11	0	1343	0.9	x	0.9
CCCCC(Sc1nc(N)c(NC(=O)c2ccc(OC)cc2)c(=O)[nH]1)C(=O)O (centres undefined)	1.2	-24	0	-4	1	2	1	1421	1	-0.63	1.1
O=C1c2ccccc2C2(c3ccccc3)NCCCN12 (centres undefined)	1	-9	5	6	-1	-5	3	1594	1.1	0.68	1
CCN(CC)c1ccc2cc(C(=O)O)c(=O)oc2c1	0.9	-23	2	4	2	11	1	1652	0.9	x	0.9
O=C(NCC1CCCO1)C(c1ccccn1)N(Cc1ccccc1Cl)C(=O)CN1C(=O)c2ccccc2S1(=O)=O (centres undefined)	0.9	3	5	12	10	14	5	1566	0.9	1.1	1
O=C(CSc1nc(O)c(C(c2ccccc2)c2ccccc2)c(=O)[nH]1)N1CCOCC1	1	7	-2	2	3	10	6	1575	0.9	-0.74	1
COc1ccc(C)cc1NC(=O)C(Sc1ccccc1)c1ccccc1 (centres undefined)	1	8	3	7	5	22	4	1764	0.8	x	0.8
COCCNC(=O)/C(C#N)=C/c1ccccc1Br	1	-1	1	-1	-9	-1	-2	1552	1	x	0.9
COc1ccc(N2CC(C(=O)O)CC2=O)cc1 (centres undefined)	1.1	x	-1	2	-1	-2	-3	1573	1	0.6	1.1
CCCN(CCC)C(C(=O)Nc1cccc(OC)c1)c1ccccc1 (centres undefined)	1	x	-1	0	9	-5	-11	1503	1.1	-0.13	1
COc1ccc(SCC(=O)c2cc(C)c(OC(=S)N(C)C)c(C)c2)cc1	0.9	x	11	5	-1	31	4	1682	0.7	-0.0044	1
CC(C(=O)NC1=NCCS1)N1C(=O)c2ccccc2C1=O (centres undefined)	0.9	-2	5	6	5	14	4	1579	0.9	x	0.9
COC(=O)Cn1c(=NC(=O)c2ccc(Cl)s2)sc2cc(F)ccc21	0.9	-7	4	-1	1	5	10	1741	0.9	x	1
O=[N+]([O-])c1ccc(Oc2ccc(-c3cnc4ccccc4n3)cc2[N+](=O)[O-])cc1	1	-17	1	3	-10	8	9	1586	0.9	-0.58	1
O=C(Nc1ccccc1)C1=C[C@H](c2coc3ccccc3c2=O)C[C@H](OCCCCO)O1	1	-9	3	11	2	21	-4	1564	0.8	x	1
CCOc1ccccc1NC(=O)C1CC(=O)n2ncnc2N1 (centres undefined)	0.9	x	1	4	1	10	0	1491	0.9	0.072	1
CCOc1cc(N2CCOCC2)c(OCC)cc1NC(=O)COC(=O)c1cc(C)oc1C	1	8	-3	-5	9	10	0	1437	0.9	x	0.9
O=S(=O)(NCc1ccccc1)NCc1cccc(C(F)(F)F)c1	0.9	-5	2	-4	14	14	-2	1653	0.9	-0.87	0.9
COc1ccccc1NC(=O)CSc1nnc(Cn2nnc(-c3ccccc3)n2)n1-c1ccccc1	0.9	0	-7	-3	-15	18	6	1576	0.8	x	0.9
NC(=O)COC(=O)c1ccccc1OCc1ccccc1Cl	1.1	5	8	12	2	4	7	1694	1	x	1.1
CCOC(=O)C1CCCN(CCC(=O)Nc2ccc(C)c(C)c2)C1 (centres undefined)	1.1	1	4	13	4	1	8	1590	1	-1	1.1
Cc1ccccc1NC(=S)N(CCCN1CCOCC1)Cc1cccnc1	1	-5	0	4	-2	4	-8	1298	1	-0.25	1
Clc1ccc(Cl)c(OCCCCNCc2ccccc2)c1	1	-2	6	6	3	10	-2	1553	0.9	-3.2*	1.1
CC(=O)c1cccc(NC(=S)NC(=O)c2cccc(Cl)c2)c1	0.9	10	0	-6	-3	16	-8	1476	0.8	0.45	1
Cc1ccc2[nH]c(C)cc(=S)c2c1	1.6	-14	22	26*	5	7	38*	2363*	0.9	-0.14	1.9
COc1ccc(CCN2C(=O)C3CC=C(C)CC3C2=O)cc1OC (centres undefined)	1	x	7	0	6	4	13	1409	1	0.091	1
O=C(Nc1cccnc1)c1noc2c1CCCCC2	0.9	-28	0	5	3	16	12	1555	0.8	x	0.9
Cc1cccc(C2=N/C(=C/c3cccs3)C(=O)O2)c1	1	9	4	5	-3	5	7	1676	0.9	0.0046	1
COc1ccc(C(C(=O)NC2CCCCC2)N(C(=O)CCl)c2ccccc2Cl)cc1 (centres undefined)	0.9	-3	1	5	16	2	6	1541	1	1.5	1
CN1CCN(NC(=O)CC(C)(C)C)CC1	1.1	-4	0	0	2	-11	1	1511	1.1	-0.29	1.1
CCS(=O)(=O)c1c(S(=O)(=O)CC)c2ccccn2c1C(N)=O	1	16	-2	-1	1	9	15	1677	0.9	0.41	1
CC1=CC2=C(OC1N(C)C)c1cccc3cccc(c13)C2=O (centres undefined)	0.9	15	-8	-5	14	45	1	1524	0.6	x	1.3
CCOC(=O)c1sc2nc(Cc3ccc(Cl)cc3)[nH]c(=S)c2c1C	1.2	-18	1	-1	3	5	-8	1519	1	0.72	1.1
Cc1ccc(OCCOCCN(C)C)c(Cl)c1	1	-1	3	5	2	6	18	1569	0.9	x	1.1
CCOC(=O)CSc1nc2ccc(C)cc2[nH]1	1.2	x	3	1	-1	3	11	1441	1	x	1.2
O=C(CSc1nnc2scc(-c3ccccc3)n12)NCc1ccc2c(c1)OCO2	0.8	-31	8	-2	7	8	8	1516	0.9	x	0.9
O=C1C2C3C=CC(C2C(=O)N1C1CCCCC1)C1C2C(=O)N(C4CCCCC4)C(=O)C2C31 (centres undefined)	0.9	10	-1	-7	-9	8	-7	1339	0.9	x	1
CCOc1cc(/C=C(\C#N)C(=O)Nc2ccccc2[N+](=O)[O-])ccc1OCc1cccc2ccccc12	1	-2	1	0	4	-7	-7	1423	1.1	0.023	0.9
Cc1cc(SCC(=O)c2cccs2)nc2ccccc12	1	-1	-1	10	-19	3	3	1615	1	x	1.1
CC(C)(C)c1ccc(OCc2nnc(SCC(N)=O)n2N)cc1	1.2	11	3	4	3	-13	5	1536	1.1	0.18	1.1
Cc1c(NC(=O)C(C)OC(=O)c2cc(-c3cccc4ccccc34)nc3ccccc23)c(=O)n(-c2ccccc2)n1C (centres undefined)	0.8	4	13	3	-18	33	6	1458	0.7	-1.1	1
Cc1cccc(OC(=O)CN2C(=O)C3C4CCC(C4)C3C2=O)c1C (centres undefined)	1	x	19	0	5	-7	11	1548	1.1	x	1

Molecules from the list above with a COOH group, in the order listed:
SMILES	PMI activator	S1P3 antag	PPARg SRC3 recr	PPARg SRC-1 ag	G6PDH CS	Diaph inh CS	PPARg SRC-2 ag	TR-FRET SRC-2 ct	Diaph act CS	ROMK mod	PMI act hi M6P
CCCCC(Sc1nc(N)c(NC(=O)c2ccc(OC)cc2)c(=O)[nH]1)C(=O)O (centres undefined)	1.2	-24	0	-4	1	2	1	1421	1	-0.63	1.1
CCN(CC)c1ccc2cc(C(=O)O)c(=O)oc2c1	0.9	-23	2	4	2	11	1	1652	0.9	x	0.9
COc1ccc(N2CC(C(=O)O)CC2=O)cc1 (centres undefined)	1.1	x	-1	2	-1	-2	-3	1573	1	0.6	1.1

(cont.)
SMILES	PMI activator	S1P3 antag	PPARg SRC3 recr	PPARg SRC-1 ag	G6PDH CS	Diaph inh CS	PPARg SRC-2 ag	TR-FRET SRC-2 ct	Diaph act CS	ROMK mod	PMI act hi M6P
Nc1nnc(SCC(=O)c2ccccc2)s1	1	11	0	6	16	5	1	1577	1	-0.29	0.9
Cc1ccc(C2CN(C)C3(C(=O)Nc4ccccc43)C23COc2ccccc2C3=O)cc1 (centres undefined)	0.8	x	-3	-4	0	23	1	1486	0.8	x	0.9
CCOC(=O)c1c(N)n(C2CC(C)(C)NC(C)(C)C2)c2nc3ccccc3nc12	0.9	x	-8	1	10	17	1	1455	0.8	x	0.8
O=C1NC2(CCCC2)N=C1c1ccc(F)cc1	0.9	x	-8	4	-1	14	0	1373	0.9	1.1	1
Cc1cccc(NC(=S)Nn2cnnc2)c1C	0.7	-4	5	2	5	-8	2	1599	1.1	0.83	1
O=C(CNCc1ccccc1)Nc1ccc(F)cc1	0.9	0	0	4	8	6	14	1651	0.9	0.84	0.8
CC1CCN(c2nc3ccccc3nc2C(C#N)C(=O)OC2CCCCC2)CC1 (centres undefined)	1.1	-17	-4	9	-2	-5	-7	1506	1	x	1.1
Cc1cccc(C(=O)Oc2csc(=S)n2C(=O)c2cccc(C)c2)c1	0.9	x	-4	5	-2	31	3	1520	0.7	x	0.9
